Assay outcomes deposited in PubChem by National Center for Advancing Translational Sciences (NCATS).
Pol beta inh – DNA polymerase beta (human) inhibition; AID 485314; 1.3% of 340,000 active; P06746; Potency, µM (highest dose often 114 µM), for the others: at the top dose activity change, negative = inhibition, usual class: inhibitors; Pol beta primer extension/strand displacement, fluorescence kinetic; also: potency is read from the fitted curve at half-maximal effect; % is scaled to controls: 0 for no effect and ±100 for the full control effect
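Curves were derived by four-parameter Hill fits of normalized qHTS data. The kinetic fluorescent primer-extension read was taken at 0 and 10 min after 50 nM substrate, following a 15 min room-temperature preincubation of 10 nM enzyme with compounds.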
RGS4 inh – inhibitors of human regulator of G protein signaling 4. P49798. Transcreener GDP fluorescence polarization, RGS4-accelerated GTP hydrolysis. Potency, µM (doses to about 114 µM), without a hit: at the highest dose activity change, negative = inhibition, most hits filed as inhibitors. 0.039% of 390,000 active. AID 504845; also: potency is read from the fitted curve at half-maximal effect; % is scaled to controls: 0 for no effect and ±100 for the full control effect; nearly all actives have a fitted effect of over 75% in size; some results filed as inactive show a strong effect at the top dose
Target sequence (P49798 whole entry, looked up): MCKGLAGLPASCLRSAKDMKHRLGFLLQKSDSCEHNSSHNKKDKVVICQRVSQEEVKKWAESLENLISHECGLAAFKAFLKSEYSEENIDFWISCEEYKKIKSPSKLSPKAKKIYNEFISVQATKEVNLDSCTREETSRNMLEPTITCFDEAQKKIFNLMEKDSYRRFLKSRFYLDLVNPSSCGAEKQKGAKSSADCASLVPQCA
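MLSMR compounds (23 nl, pin-transferred) preincubated 10 min at room temperature with a 500nM (2x) first reagent, then RGS4 at 900nM (2x) plus Transcreener GDP mix added; fluorescence polarization (620/688 nm) read before and after 90 min at 30 °C.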
POLH inh – DNA polymerase eta (human) inhibition; recombinant Pol eta, fluorescent DNA replication assay; 1.2% of 390,000 active; Potency, µM (highest dose often 114 µM), without a hit: top-dose activity change, negative = inhibition, most hits filed as inhibitors; AID 588591; also: potency is read from the fitted curve at half-maximal effect; % is scaled to controls: 0 for no effect and ±100 for the full control effect
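Pol eta (10 nM) was preincubated with compounds for 15 min at room temperature, after which fluorescent replication substrate (50 nM final) was added to start the reaction. Fluorescence was read kinetically at 0 and 10 min.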
APEX1 inh – APE1 (human) endonuclease inhibition; AID 2517; P27695; recombinant APE1, TAMRA/BHQ-2 abasic DNA cleavage fluorescence; 0.35% of 350,000 active; Potency, µM (doses to about 65.8 µM), without a hit: at the highest dose activity change, negative = inhibition, most hits filed as inhibitors;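 also: potency is read from the fitted curve at half-maximal effect; plate controls were vehicle for no effect and reference inhibitor for full effect; nearly all actives have a fitted effect of over 55% in size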
Target sequence (P27695 whole entry, looked up): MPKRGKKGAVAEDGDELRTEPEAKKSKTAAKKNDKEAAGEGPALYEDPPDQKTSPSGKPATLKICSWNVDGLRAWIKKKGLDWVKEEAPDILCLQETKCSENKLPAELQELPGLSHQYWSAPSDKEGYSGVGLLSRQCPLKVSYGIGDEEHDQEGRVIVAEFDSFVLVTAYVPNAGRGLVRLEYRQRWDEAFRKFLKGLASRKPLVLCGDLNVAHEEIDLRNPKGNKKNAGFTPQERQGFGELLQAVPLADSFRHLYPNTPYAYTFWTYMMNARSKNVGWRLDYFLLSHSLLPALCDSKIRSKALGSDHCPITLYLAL
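Enzyme (0.75 nM final) and test compound are incubated 15 min at room temperature before adding 50 nM quenched THF abasic-site duplex. Cleavage dequenches TAMRA, followed at 525/598 nm over three reads one minute apart.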
Anesthetic bind – binds horse apoferritin like a general anesthetic; P02791; apoferritin/1-aminoanthracene competitive binding, fluorescence; Potency, µM (highest dose often 77.5 µM), inactives show at the highest dose activity change, negative = displacement, most hits filed as inhibitors; 0.074% of 350,000 active; also: potency is read from the fitted curve at half-maximal effect; % is scaled to controls: 0 for no effect and ±100 for the full control effect; nearly all actives have a fitted effect of over 20% in size
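Apoferritin-based anesthetic binding model; compound displacement of fluorescent 1-AMA measured as endpoint fluorescence after 10 minutes at room temperature, scaled to free-ligand and complex controls.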
ERG-DNA inh – inhibitors of human ERG Ets domain-DNA interaction | Potency, µM (titrated, usually from 76.9 µM), inactives show at the highest dose FP activity, negative = inhibition, usual class: inhibitors | P11308 | fluorescence polarization, His-ERG Ets domain / labelled DNA | 0.028% of 370,000 active; active = well fitted inhibition curve with a large enough effect in the polarisation, with a control signal flat; inconclusive = small, poorly fitted or top-dose-only effect, or effect the other way, or a change in a side signal; inactive = no such curve, though single readings can be large or run the other way; the % refers to the polarisation;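 also: polarization taken with two DNA probes labelled with fluorescein and Texas red; potency is read from the fitted curve at half-maximal effect; % of control where 0% means no effect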
Target sequence (P11308 whole entry, looked up, the tested form may be a part): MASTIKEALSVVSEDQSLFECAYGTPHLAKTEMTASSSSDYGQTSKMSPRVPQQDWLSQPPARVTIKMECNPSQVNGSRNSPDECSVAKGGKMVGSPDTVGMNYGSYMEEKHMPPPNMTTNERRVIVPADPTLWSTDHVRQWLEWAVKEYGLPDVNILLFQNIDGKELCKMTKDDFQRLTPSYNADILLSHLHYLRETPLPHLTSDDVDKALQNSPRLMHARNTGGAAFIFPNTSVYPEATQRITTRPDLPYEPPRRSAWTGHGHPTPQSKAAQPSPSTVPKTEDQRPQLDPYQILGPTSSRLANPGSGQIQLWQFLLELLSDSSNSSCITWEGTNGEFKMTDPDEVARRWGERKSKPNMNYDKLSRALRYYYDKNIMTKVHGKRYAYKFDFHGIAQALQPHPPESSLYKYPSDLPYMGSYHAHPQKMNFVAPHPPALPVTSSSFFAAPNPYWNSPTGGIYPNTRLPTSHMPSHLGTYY
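His-tagged ERG Ets domain (1 uM in the protein solution; 300mM KCl, 50mM Tris-HCl, 1mM EDTA, 1mM DTT, pH 7.5) received compound, then a probe mix of 5 nM fluorescein-DNA and 100nM Texas-615-DNA. Fluorescence polarization was read for both dyes.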
LDHA inh – blocks human lactate dehydrogenase A; 0.15% of 480,000 active; activity change, % (values are at about 110 or 230 µM); AID 1347041; P00338; purified LDHA, NADH/diaphorase-resazurin fluorescence; stronger effect = lower value; in the data active = activity change below about -30%; inconclusive = mostly about -25% to -30%;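 also: plate controls were DMSO wells for no effect and wells without enzyme for full effect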
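Human LDH5 (2 nM) was incubated with 0.06 mM NADH and 0.2 mM pyruvate for 5 min at room temperature in Tris pH 7.4. Remaining NADH was coupled through diaphorase/resazurin, and resorufin fluorescence was read at 0 and 20 min.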
POLK inh – DNA polymerase kappa (human) inhibition | Potency, µM (titrated, usually from 107 µM), for inactives: at the highest dose activity, negative = inhibition, most hits filed as inhibitors | Q9UBT6 | purified Pol kappa, fluorescent DNA synthesis assay, 10 min | AID 588579 | 0.53% of 400,000 active; also: potency is read from the fitted curve at half-maximal effect; % is scaled to controls: 0 for no effect and ±100 for the full control effect
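50 nM final substrate added after 15 min RT preincubation of 10 nM Pol kappa with compound; fluorescence read at 0 and 10 min.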
12-LOX inh – ALOX12 (human) lipoxygenase inhibition; Potency, µM (titrated, usually from 108 µM), without a hit: top-dose activity change, negative = inhibition, most hits filed as inhibitors; P18054; 1.1% of 580,000 active; purified 12hLO, xylenol orange hydroperoxide absorbance; also: potency is read from the fitted curve at half-maximal effect; % is scaled to controls: 0 for no effect and ±100 for the full control effect
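Purified human 12hLO (150 nM final) in 25 mM Hepes, 0.01% Triton X-100, pH 7.0 was preincubated 15 min at room temperature with compound. Then 40 uM arachidonic acid was added, 30 min. Hydroperoxide was read by Fe-XO absorbance ratio 573/405 nm.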
An asterisk follows results filed as active; ? = inconclusive; . = not tested or not shown; [ ] = dose if it differs, or a comment. Unless noted, calls follow the shape of the dose curve; as a rule, active = well fitted curve in the direction sought with a large enough effect; inconclusive = small, poorly fitted or top-dose-only effect, or another doubt; inactive = no such curve, though single readings can be large; an effect the other way counts as inactive or inconclusive. These rows are one share of the data; the hit share may differ from the screen's.

Each structure is followed by: Anesthetic bind, LDHA inh, RGS4 inh, Pol beta inh, POLH inh, APEX1 inh, POLK inh, 12-LOX inh, ERG-DNA inh
> COC(=O)c1ccc(CNC(=O)COC(=O)CCC(=O)c2ccc(F)cc2)cc1
 : ., -14, 40%, ., -14%, 4%, 0%, -4%, .
> CC(=O)OCc1c(C(F)(F)F)nn(C)c1SCc1ccc(Cl)cc1
 : -15%, -1, -22%, -14%, -24%, 4%, -9%, 9%, -1%
> Cc1ccc(/C=C2/NC(=O)N(Cc3ccccc3)C2=O)s1
 : ?, 0, 4%, -10%, 4%, ?, -5%, -2%, -2%
> COc1ccccc1OCC(=O)/C=C1/N(C)c2ccccc2C1(C)C
 : -13%, -1, -24%, -2%, -19%, 10%, -4%, 1%, -4%
> Oc1ccc(/C=N/Nc2ccc(Cl)nn2)c(O)c1O
 : 3%, 4, ?, 18µM*, 10µM*, 27%, ?, ?, 4%
> CCOC(=O)c1c(C)[nH]c(CCC(=O)NCCCN2CCN(c3cc(Cl)ccc3C)CC2)c1C
 : -18%, -2, 23%, -14%, -18%, ., -10%[60.1 µM], ?, 0%
> COc1ccc2oc(=O)cc(CN3CCN(c4ccc(F)cc4)CC3)c2c1
 : 2%, -3, -3%, 9%, 7%, ., -3%, -2%, -2%
> Cc1ccc(NC(=O)CSc2nnc(CSc3nc(C)cc(C)n3)n2Cc2ccco2)c(C)c1
 : -2%, -4, -37%, 1%, -13%, -2%, 5%, 0%, 1%
> c1ccc2c(C[C@@H]3CNCCN3CCCCC3CCCCC3)cccc2c1
 : ., 4, 16%, ., -18%, -10%, -8%, -10%, 5%
> Cc1ccc(CCNC(=O)CCS(=O)(=O)c2ccc(Br)cc2)cc1
 : -7%, -5, 22%, -1%, -8%, -1%, -11%, -3%, -2%
> COc1cc2cc(/C=C/C(=O)c3ccco3)c(Cl)nc2cc1OC
 : -15%, -3, ?, -1%, -3%, -6%, -22%, 14%, 3%
> CCn1cc2nc(SCc3ccc(F)cc3)n(CCc3ccccc3)c(=O)c2n1
 : -7%, 0, 4%, -8%, -6%, ., -10%, -14%, -6%
> CC(C)C[C@H](NC(=O)N1CC(=O)Nc2ccccc21)C(=O)N[C@H](C(=O)O)c1ccccc1
 : -2%, -9, -6%, 32%, -15%, 2%, -12%, 25%, -3%
> CCS(=O)(=O)n1nc(-c2ccccc2)nc1N
 : -5%, 4, 24%, -17%, -13%, -7%, -1%, 3%, 1%
> COc1ccc(NC(=O)c2cc(Cl)ccc2NC(=O)c2ccco2)c(OC)c1
 : -21%, 6, -146%, -7%, -16%, -2%, 5%, -28%, 4%
> CC1CCCCC1NC(=O)C(Cc1ccccc1)NS(=O)(=O)c1cccs1 (centres undefined)
 : -22%, -2, 8%, 13%, -10%, -1%, -16%, 3%, .
> O=C(C1CCCN(S(=O)(=O)c2ccc([N+](=O)[O-])cc2)C1)N1CCCCC1 (centres undefined)
 : -12%, 0, -7%, 20%, -22%, 5%, -21%, ., -1%
> Cc1cc(-c2ccc(C)c(S(=O)(=O)NCc3ccc(OC(C)C)cc3)c2)on1
 : 12%, -18, 5%, -2%, -21%, 5%, -16%, -6%, -7%
> COC(=O)c1sccc1NC(=O)C1C2C=CC(C2)C1C(=O)O (centres undefined)
 : 5%, -9, -29%, -1%, -15%, -8%, -4%, -21%, 9%
> COC(=O)[C@]1(Cc2ccccc2)N[C@H](c2ccc(-c3cccc(Cl)c3)cc2)[C@@H]2C(=O)N(C)C(=O)[C@@H]21
 : ., -3, 10%, ., -11%, -19%, -5%, ?, -10%

An excerpt of these results, in markdown:
| Compound | Anesthetic bind | LDHA inh | RGS4 inh | Pol beta inh | POLH inh | APEX1 inh | POLK inh | 12-LOX inh | ERG-DNA inh |
| --- | --- | --- | --- | --- | --- | --- | --- | --- | --- |
| CCS(=O)(=O)n1nc(-c2ccccc2)nc1N | -5% | 4 | 24% | -17% | -13% | -7% | -1% | 3% | 1% |
| COc1ccc(NC(=O)c2cc(Cl)ccc2NC(=O)c2ccco2)c(OC)c1 | -21% | 6 | -146% | -7% | -16% | -2% | 5% | -28% | 4% |
| CC1CCCCC1NC(=O)C(Cc1ccccc1)NS(=O)(=O)c1cccs1 (centres undefined) | -22% | -2 | 8% | 13% | -10% | -1% | -16% | 3% | . |
| O=C(C1CCCN(S(=O)(=O)c2ccc([N+](=O)[O-])cc2)C1)N1CCCCC1 (centres undefined) | -12% | 0 | -7% | 20% | -22% | 5% | -21% | . | -1% |
| Cc1cc(-c2ccc(C)c(S(=O)(=O)NCc3ccc(OC(C)C)cc3)c2)on1 | 12% | -18 | 5% | -2% | -21% | 5% | -16% | -6% | -7% |
| COC(=O)c1sccc1NC(=O)C1C2C=CC(C2)C1C(=O)O (centres undefined) | 5% | -9 | -29% | -1% | -15% | -8% | -4% | -21% | 9% |
| COC(=O)[C@]1(Cc2ccccc2)N[C@H](c2ccc(-c3cccc(Cl)c3)cc2)[C@@H]2C(=O)N(C)C(=O)[C@@H]21 | . | -3 | 10% | . | -11% | -19% | -5% | ? | -10% |

(further entries)
Each structure is followed by: Anesthetic bind, LDHA inh, RGS4 inh, Pol beta inh, POLH inh, APEX1 inh, POLK inh, 12-LOX inh, ERG-DNA inh
> O=C(CCCc1ccccc1)Nc1ccccn1
 : -10%, -8, 8%, -11%, -7%, 3%, -5%, -5%, -8%
> Cc1cccc(CN2C(=O)/C(=C\c3ccc(C(=O)NCCN4CCOCC4)cc3)Sc3ccccc32)c1
 : -16%, -2, 25%[11.4 µM], 9%, 3%, -9%, 2%, ., 1%
> COc1ccc(N(Cc2cc3ccccc3[nH]c2=O)C(=O)c2cccc(Cl)c2)cc1
 : -11%, 0, 12%, -1%, -21%, ., -22%, -23%, 5%
> CCOC(=O)C1=C(c2ccccc2)NC(SCC(=O)Nc2ccc(C)cc2)=C(C#N)C1c1ccco1 (centres undefined)
 : -10%, 6, -18%, -11%, -14%, -7%, -4%, ?, -1%
> C[C@@H](N)CCCP(=O)(O)O
 : 5%, ., ?, ., ., 4%, -4%[19.4 µM], 12%, .
> O=C(COc1ccc([N+](=O)[O-])cc1Cl)Nn1cnnc1
 : 2%, -7, 27%, 25%, -3%, 20%, 2%, -5%, 17%
> Cc1ccc(S(=O)(=O)NCCNS(=O)(=O)c2ccccc2Br)cc1
 : ., -7, -7%, ., -21%, -9%, -5%, -25%, 18%
> Cc1cc([N+](=O)[O-])nn1CC(=O)Nc1ccc(Cl)cn1
 : -6%, -4, 22%, ?, -9%, 1%, 7%, 8%, -5%
> COc1cccc(NC(=O)CN2C=NS(=O)(=O)c3ccccc32)c1
 : -3%, -2, 21%, -5%, -9%, ., -4%[60.1 µM], -24%, 0%
> CCN(c1ccccc1)P(=O)(Nc1ccccc1)Nc1ccccc1
 : -18%, -6, 17%, ?, -5%, 2%, -15%, -1%, -3%
> CCc1ccccc1NC(=O)CC1NCCNC1=O (centres undefined)
 : -5%, -6, 7%, 37%, -9%, ., -11%, -4%, 4%
> C[C@]12CC[C@H](O)CC1=CCC1C2CC[C@@]2(C)C1CC[C@@H]2NC(=O)CCC(=O)O (some centres undefined)
 : ., -3, 15%, ., -11%, -4%, -6%, -15%, -1%
> O=C(C1=C[C@@H](c2ccc(Br)cc2)C[C@@H](OCc2ccc(CO)cc2)O1)N1CCN(Cc2ccc3c(c2)OCO3)CC1
 : 37%[activator], 1, -14%, -13%, -11%, -5%, -5%, ., 15%
> COc1ccc(CCCC(=O)NCC(=O)N/N=C/c2cc(Cl)ccc2OC)cc1
 : ?, -1, 1%, -14%, -2%, 15%, 2%, 3%, 5%
> O=C(NC(=S)Nc1ccc(N2CCCC2)cc1)c1ccc(F)cc1
 : -11%, 1, -49%, -10%, -22%, 10%, -11%, ?, -10%
> O=C1C[C@@H](c2ccccc2Cl)N1S(=O)(=O)c1ccccc1[N+](=O)[O-]
 : -11%, ., 15%, ., ., -1%, -4%, ., .
> CCOc1ccc(S(=O)(=O)NCc2ccccn2)cc1NC(=O)c1ccccc1F
 : 3%, -6, -2%, 0%, -11%, -7%, -1%, -3%, 7%
> Cc1cccc(-n2ncc3c(NCCCn4ccnc4)ncnc32)c1
 : -5%, -2, 10%, -19%, -1%, -3%, -15%, -3%, 2%
> Cc1cc(OCC(=O)N2CCOCC2)ccc1[N+](=O)[O-]
 : 1%, -1, 24%, 25%, -15%, 11%, -7%, 8%, 12%
> O=S(=O)(NC1=NCCC1)c1cccs1
 : 1%, -12, -2%, -3%, -8%, -6%, -6%[60.1 µM], 11%, .
> NC(=O)c1nsc(C(=O)N(c2ccc(Cl)cc2)C(C(=O)NCC2CCCO2)c2cccs2)c1N (centres undefined)
 : -4%, -8, 5%, 1%, -17%, -1%, -21%, 2%, 3%
> COc1cc(NS(=O)(=O)c2ccc(NC(=O)/C=C/c3ccc([N+](=O)[O-])cc3)cc2)ncn1
 : -3%, -7, -3%, -21%, -16%, -6%, -10%, 1%, 9%
> CCOc1ccc(/C=C(\C#N)c2nc(-c3cc4ccccc4oc3=O)cs2)c(OCC)c1
 : 2%, -4, 4%, 4%, ., ., -12%, -9%, 2%
